HP1b binding inh – inhibitors of HP1-beta chromodomain binding to methylated histone tails; AlphaScreen HP1-beta / biotin-H3K9me3 peptide binding; Potency, µM (doses to about 114 µM), for inactives: top-dose activity change, negative = inhibition, most hits filed as inhibitors; 0.56% of 390,000 active; note: potency is the fitted concentration of half-maximal effect; nearly all actives have a fitted effect of over 70% in size; inactives centre near 23
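HP1-beta protein (50 nM final) preincubated 30 min at room temperature with biotinylated H3(1-18)K9me3 peptide (50 nM) in PBS pH 7.4, 0.01% Tween-20, then compound added for 30 min. AlphaScreen streptavidin donor/nickel chelate acceptor beads (10 ug/mL final), 30 min dark, luminescence read.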
Tb PGK inh – inhibitors of T. brucei phosphoglycerate kinase; P07378; PGK/GAPDH coupled, Kinase-Glo luminescence, 60 min; Potency, µM (series often up to 57.5 µM), inactives show top-dose activity change, negative = inhibition, most hits filed as inhibitors; 0.043% of 380,000 active; note: potency is the fitted concentration of half-maximal effect; % is set by controls: 0 for no effect and ±100 for the full control effect; nearly all actives have a fitted effect of over 60% in size
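Recombinant glycosomal PGK reaction used 1,3-bisphosphoglycerate generated in-well by GAPDH (100nM final) in 100mM TEA pH 7.6, 5mM MgCl2, 0.01% Tween-20. After 60 minutes at room temperature, ATP was read by Kinase-Glo Plus luminescence end-point.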
GLS inhibitor – inhibitors of human glutaminase (GLS) | O94925 | 0.21% of 410,000 active | AID 624170 | Potency, µM (highest dose often 45.5 µM), without a hit: at the top dose activity change, negative = inhibition, most hits filed as inhibitors | GLS enzymatic activity, qHTS titration; note: potency is the fitted concentration of half-maximal effect; % is set by controls: 0 for no effect and ±100 for the full control effect
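Coupled fluorescence readout: glutamate oxidase/HRP/Amplex Red detect glutamate formed by hKGA from L-glutamine (1 mM solution added). Buffer 45 mM KH2PO4 pH 8.2, 0.02% Tween-20; reads at t0 and 30 min RT.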
PI4K2A inh – blocks human PI4K2A kinase activity; Q9BTU6; purified PI4K2A, ADP-Glo luminescence, 1 h; hits give low values; activity change, negative = inhibition, % at 76.9 µM; 0.13% of 420,000 active; in the data active = activity change below about -50%; inconclusive = mostly about -30% to -49%;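 note: -100% = wells without enzyme as full effect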
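In this quantitative HTS, ADP production by PI4K2A was quantified luminescently after 1 h at ambient temperature; 100 microM adenosine served as plate-quality control.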
ERG-DNA inh – inhibitors of human ERG Ets domain-DNA interaction | P11308 | fluorescence polarization, His-ERG Ets domain / labelled DNA | Potency, µM (doses to about 76.9 µM), for the others: at the highest dose FP activity, negative = inhibition, actives largely listed as inhibitors | 0.028% of 370,000 active | AID 624246; active = well fitted inhibition curve with a large enough effect in the polarisation, with a control signal flat; inconclusive = small, poorly fitted or top-dose-only effect, or effect the other way, or a change in a side signal; inactive = no such curve, though single readings can be large or run the other way; the % refers to the polarisation;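 note: polarization taken with two DNA probes labelled with fluorescein and Texas red; potency is the fitted concentration of half-maximal effect; % of control where 0% means no effect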
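His-tagged ERG Ets domain (1 uM in the protein solution; 300mM KCl, 50mM Tris-HCl, 1mM EDTA, 1mM DTT, pH 7.5) received compound, then a probe mix of 5 nM fluorescein-DNA and 100nM Texas-615-DNA. Fluorescence polarization was read for both dyes.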
JMJD2A Tudor inh – blocks the human JMJD2A Tudor domain. 4.4% of 390,000 active. O75164. AlphaScreen JMJD2A-Tudor / H3K4me3 peptide binding. Potency, µM (series often up to 114 µM), without a hit: at the highest dose activity change, negative = inhibition, actives largely listed as inhibitors; note: potency is the fitted concentration of half-maximal effect; % is set by controls: 0 for no effect and ±100 for the full control effect; nearly all actives have a fitted effect of over 50% in size
Target sequence (O75164 whole entry, looked up, the tested form may be a part): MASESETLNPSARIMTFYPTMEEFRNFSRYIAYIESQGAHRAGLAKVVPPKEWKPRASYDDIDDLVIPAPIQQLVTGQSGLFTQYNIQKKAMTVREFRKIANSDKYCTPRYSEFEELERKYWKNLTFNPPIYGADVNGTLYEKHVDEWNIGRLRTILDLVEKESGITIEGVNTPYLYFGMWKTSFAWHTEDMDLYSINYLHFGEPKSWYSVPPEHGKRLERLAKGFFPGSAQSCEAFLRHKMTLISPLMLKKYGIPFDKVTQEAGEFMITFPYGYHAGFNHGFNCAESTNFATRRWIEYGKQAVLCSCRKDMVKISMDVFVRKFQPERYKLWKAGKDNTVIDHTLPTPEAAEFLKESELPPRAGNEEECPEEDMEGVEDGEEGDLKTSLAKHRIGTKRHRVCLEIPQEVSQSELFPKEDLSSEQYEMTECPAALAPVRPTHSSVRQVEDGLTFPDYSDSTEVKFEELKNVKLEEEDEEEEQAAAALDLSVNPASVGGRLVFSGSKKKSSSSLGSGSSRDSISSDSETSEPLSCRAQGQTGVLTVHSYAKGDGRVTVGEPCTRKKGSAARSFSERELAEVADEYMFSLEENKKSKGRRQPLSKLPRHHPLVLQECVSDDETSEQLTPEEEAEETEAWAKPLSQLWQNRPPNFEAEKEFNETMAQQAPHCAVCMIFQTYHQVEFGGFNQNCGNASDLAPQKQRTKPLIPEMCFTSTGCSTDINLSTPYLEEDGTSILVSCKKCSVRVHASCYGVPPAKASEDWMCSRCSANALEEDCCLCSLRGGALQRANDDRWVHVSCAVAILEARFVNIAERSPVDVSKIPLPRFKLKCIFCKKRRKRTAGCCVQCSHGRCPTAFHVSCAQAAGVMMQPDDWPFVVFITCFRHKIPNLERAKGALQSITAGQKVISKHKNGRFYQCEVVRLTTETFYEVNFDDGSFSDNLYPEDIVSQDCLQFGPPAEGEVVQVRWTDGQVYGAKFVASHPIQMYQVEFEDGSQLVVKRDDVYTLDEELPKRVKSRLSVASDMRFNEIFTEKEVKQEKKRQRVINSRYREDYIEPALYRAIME
BAZ2B inh – blocks human BAZ2B. 4.4% of 360,000 active. Q9UIF8. Potency, µM (series often up to 114 µM), inactives show at the highest dose activity change, negative = inhibition, most hits filed as inhibitors. AlphaScreen BAZ2B-H3K14Ac peptide displacement; note: potency is the fitted concentration of half-maximal effect; % is set by controls: 0 for no effect and ±100 for the full control effect; nearly all actives have a fitted effect of over 60% in size
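AlphaScreen luminescence quantifies BAZ2B engagement of H3K14Ac peptide; the protein and biotinylated peptide are both at 50 nM final, buffer PBS pH 7.4 with 0.01% Tween-20, all steps at room temperature.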
G9a block – inhibitors of human histone lysine methyltransferase G9a. G9a H3K9 monomethylation, AlphaScreen, 2 h. 8.8% of 350,000 active. AID 504332. Q96KQ7. Potency, µM (highest dose often 102 µM), for inactives: top-dose activity, negative = inhibition, hits mostly inhibitors; note: potency is the fitted concentration of half-maximal effect; % is set by controls: 0 for no effect and ±100 for the full control effect; nearly all actives have a fitted effect of over 75% in size
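Readings reflect AlphaScreen signal from monomethyl-H3K9 antibody detection. HMT at 20 nM; substrate b-H3K9 500 nM; cofactor SAM 20 uM; 2 h RT reaction; compounds tested as titrations in qHTS with 15 min preincubation.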
Pin1 inhibitor – blocks the human prolyl isomerase Pin1; Pin1 FP peptide displacement, HiFluor488, 10 min; 0.009% of 390,000 active; AID 504891; Potency, µM (doses to about 115 µM), without a hit: at the highest dose activity, negative = inhibition, actives largely listed as inhibitors; Q13526; active = well fitted inhibition curve with a large enough effect in the polarisation, with a control signal flat, not every such curve was filed as active; inconclusive = small, poorly fitted or top-dose-only effect, or effect the other way, or a change in a side signal; inactive = no such curve, though single readings can be large or run the other way; the % refers to the polarisation; note: potency is the fitted concentration of half-maximal effect; % is set by controls: 0 for no effect and ±100 for the full control effect
An asterisk follows results filed as active; [ ] = another dose, or the depositor's remark. Unless noted, calls come from the whole dose curve; as a rule, active = well fitted curve in the direction sought with a large enough effect; inconclusive = small, poorly fitted or top-dose-only effect, or another doubt; inactive = no such curve, though single readings can be large; an effect the other way counts as inactive or inconclusive.

Screening CCn1c(=O)cc(OCC(=O)N2CCCCCC2)c2ccccc21 returned HP1b binding inh 23%, Tb PGK inh -1%, PI4K2A inh -6, ERG-DNA inh 7%, JMJD2A Tudor inh 16%, BAZ2B inh 11%, G9a block 23%[59 µM] and Pin1 inhibitor 2%.
Screening CCOC(=O)C1=C(CSc2nc(-c3ccncc3)ccc2C#N)OC(N)=C(C#N)C1c1ccc(OC)cc1 (centres undefined) returned HP1b binding inh 8%, Tb PGK inh 14%, GLS inhibitor 7%, PI4K2A inh 16, ERG-DNA inh 7%, JMJD2A Tudor inh inconclusive, BAZ2B inh inconclusive, G9a block 40µM* and Pin1 inhibitor inconclusive.
For COc1ccccc1C1OCC(C)(C)CO1 the results were HP1b binding inh 29%, Tb PGK inh -2%, GLS inhibitor -6%, PI4K2A inh 15, ERG-DNA inh 0%, JMJD2A Tudor inh -2% and Pin1 inhibitor 0%.
Screening CCc1c(C)sc(NC(=O)Cn2nc(C)c([N+](=O)[O-])c2C)c1C(N)=O returned HP1b binding inh inconclusive, Tb PGK inh 10%, GLS inhibitor inconclusive, PI4K2A inh 5, ERG-DNA inh 9%, JMJD2A Tudor inh -19%, BAZ2B inh -31%, G9a block 3.5µM* and Pin1 inhibitor 8%.
`CC(C)CNc1nc(S(=O)(=O)c2ccccc2)c(Cl)s1` gave HP1b binding inh 30%, Tb PGK inh inactive, GLS inhibitor -1%, PI4K2A inh 0, ERG-DNA inh -17%, JMJD2A Tudor inh 0%, BAZ2B inh -30%, G9a block inconclusive and Pin1 inhibitor 5%.
`CC(C)CCNC(=O)C(=O)Nc1c2c(nn1-c1ccc(Cl)cc1)CSC2` gave HP1b binding inh 28%, Tb PGK inh 10%, GLS inhibitor 0%, PI4K2A inh -4, ERG-DNA inh 11%, JMJD2A Tudor inh -6%, BAZ2B inh 0%, G9a block 28%[59 µM] and Pin1 inhibitor 1%.
`Cc1[nH]c(=O)nc(SCc2cccc(Cl)c2)c1C#N` gave HP1b binding inh 19%, Tb PGK inh 8%, GLS inhibitor 3%, PI4K2A inh 3, ERG-DNA inh 3%, JMJD2A Tudor inh -14%, BAZ2B inh -1%, G9a block 12% and Pin1 inhibitor inconclusive.
`CCc1nc(NCCCn2ccnc2)c2oc3ccccc3c2n1` gave HP1b binding inh 39%, Tb PGK inh inactive, GLS inhibitor -6%, PI4K2A inh -11, ERG-DNA inh 6%, JMJD2A Tudor inh -21%, BAZ2B inh inconclusive, G9a block inconclusive and Pin1 inhibitor -6%.
Screening Cc1ccc(C(=O)NCC(C)(C)O)cc1 returned HP1b binding inh 10%, Tb PGK inh -5%, GLS inhibitor 0%, PI4K2A inh 4, ERG-DNA inh 1%, JMJD2A Tudor inh -14%, BAZ2B inh -5%, G9a block 16%[59 µM] and Pin1 inhibitor -8%.
Screening CCOc1ccccc1N(C(=O)c1snc(C(N)=O)c1N)C(C(=O)NCC1CCCO1)c1ccc2ncccc2c1 (centres undefined) returned HP1b binding inh 47%[activator], Tb PGK inh 6%, GLS inhibitor -2%, PI4K2A inh -2, ERG-DNA inh 4%, JMJD2A Tudor inh -2%, BAZ2B inh 5%, G9a block 10%[59 µM] and Pin1 inhibitor inconclusive.
COc1ccc(-c2cnnn2-c2ccc(NC(=O)c3ccc(S(=O)(=O)N(C)C)cc3)cc2)cc1 was read as HP1b binding inh 8%, Tb PGK inh -10%, GLS inhibitor 9%, PI4K2A inh -2, ERG-DNA inh -1%, JMJD2A Tudor inh -29%, BAZ2B inh -5%, G9a block 4%[59 µM] and Pin1 inhibitor 2%.
For CCc1nnc(NC(=O)c2ccc(S(=O)(=O)N3CCCC3)cc2)s1 the results were HP1b binding inh 36%, Tb PGK inh -5%, GLS inhibitor -15%, PI4K2A inh -5, ERG-DNA inh -1%, JMJD2A Tudor inh 14%, BAZ2B inh 1%, G9a block 7% and Pin1 inhibitor 1%.
For COCCN(CCOC)C(=O)COC(=O)c1cc([N+](=O)[O-])ccc1Cl the results were HP1b binding inh 47%[activator], Tb PGK inh -7%, GLS inhibitor -2%, PI4K2A inh -1, ERG-DNA inh -7%, JMJD2A Tudor inh -17%, BAZ2B inh -1%, G9a block 3%[12.7 µM] and Pin1 inhibitor -2%.
For COc1ccc2c(c1)c1c(c(=O)n(-c3ccccc3)c(=O)n1CC(=O)Nc1ccc(C)c(C)c1)n2C the results were HP1b binding inh 26%, Tb PGK inh 2%, GLS inhibitor 13%, PI4K2A inh 1, ERG-DNA inh -2%, JMJD2A Tudor inh -7%, BAZ2B inh -16%, G9a block -5%[59 µM] and Pin1 inhibitor -4%.
`CC(=O)Nc1ccccc1OCc1cc(=O)n2c(C)csc2n1` gave HP1b binding inh 45%[activator], Tb PGK inh -4%, GLS inhibitor -6%, PI4K2A inh -5, ERG-DNA inh -2%, JMJD2A Tudor inh -4%, BAZ2B inh -3%, G9a block 3%[59 µM] and Pin1 inhibitor -6%.
`COc1ccccc1N1CCN(C(=O)CCc2ccccc2)CC1` gave HP1b binding inh 25%, Tb PGK inh 8%, GLS inhibitor 2%, PI4K2A inh -12, ERG-DNA inh 5%, JMJD2A Tudor inh -6%, BAZ2B inh -4% and Pin1 inhibitor 4%.
CCn1c(SCC(=O)Nc2nnc(C)s2)nnc1-c1ccncc1 was read as HP1b binding inh 29%, Tb PGK inh -10%, GLS inhibitor 2%, PI4K2A inh 3, ERG-DNA inh 2%, JMJD2A Tudor inh -1%, BAZ2B inh 7%, G9a block -7%[59 µM] and Pin1 inhibitor 1%.
For Clc1ccc(C2=Nn3c(nnc3-c3cccs3)SC2)cc1 the results were HP1b binding inh -3%, Tb PGK inh -8%, GLS inhibitor -5%, PI4K2A inh 1, ERG-DNA inh -1%, JMJD2A Tudor inh -27%[57.1 µM], BAZ2B inh -17%, G9a block -39%[59 µM] and Pin1 inhibitor 2%.
Screening CCN1C(=O)c2ccccc2S(=O)c2ccc(C(=O)N3CCN(c4ccccc4)CC3)cc21 (centres undefined) returned HP1b binding inh 7%, Tb PGK inh 11%, GLS inhibitor 4%, PI4K2A inh -1, ERG-DNA inh 7%, JMJD2A Tudor inh -19%, BAZ2B inh -27%, G9a block 7%[59 µM] and Pin1 inhibitor -5%.
For CN(C)C(CNc1ccc(S(C)(=O)=O)cc1[N+](=O)[O-])c1ccccc1 (centres undefined) the results were HP1b binding inh 17%, Tb PGK inh -1%, GLS inhibitor 2%, PI4K2A inh 1, ERG-DNA inh 6%, JMJD2A Tudor inh -26%, BAZ2B inh inconclusive, G9a block -9% and Pin1 inhibitor 3%.
Screening O=C(COc1cc(=O)n2c(n1)SCCC2)c1ccccc1 returned HP1b binding inh 25%, Tb PGK inh -2%, GLS inhibitor 4%, PI4K2A inh 4, ERG-DNA inh 9%, JMJD2A Tudor inh -7%, BAZ2B inh -25%, G9a block -22% and Pin1 inhibitor -2%.
`COc1ccc(NC(=O)Cn2nnc(C(=O)NCCc3ccc(OC)c(OC)c3)c2N)c(OC)c1` gave HP1b binding inh 10%, Tb PGK inh -10%, GLS inhibitor -5%, PI4K2A inh 4, ERG-DNA inh 2%, JMJD2A Tudor inh -19%, BAZ2B inh -13%, G9a block 5% and Pin1 inhibitor -5%.
For O=S(=O)(NC1CCCC1)c1cccc(S(=O)(=O)N2CCC(n3nnc4ccccc43)CC2)c1 the results were HP1b binding inh 13%, Tb PGK inh -1%, GLS inhibitor 2%, PI4K2A inh -4, ERG-DNA inh 1%, JMJD2A Tudor inh -25%, BAZ2B inh inconclusive, G9a block inconclusive and Pin1 inhibitor 20%.
For O=C1OCc2cccc([N+](=O)[O-])c21 the results were HP1b binding inh 13%, Tb PGK inh inactive, GLS inhibitor 3%, PI4K2A inh 6, ERG-DNA inh -2%, JMJD2A Tudor inh -21%, BAZ2B inh 2%, G9a block -2% and Pin1 inhibitor -2%.
For CC1(C)Cc2c(sc(NC(=O)COc3ccccc3)c2C#N)C(C)(C)N1 the results were HP1b binding inh 31%, Tb PGK inh 4%, GLS inhibitor 2%, PI4K2A inh 4, ERG-DNA inh 2%, JMJD2A Tudor inh -7%, BAZ2B inh 4%, G9a block 4% and Pin1 inhibitor 6%.
`CN(C)S(=O)(=O)c1cccc(C(=O)N2CCc3ccccc32)c1` gave HP1b binding inh -11%, Tb PGK inh 3%, GLS inhibitor 0%, PI4K2A inh 7, ERG-DNA inh -3%, JMJD2A Tudor inh -4%[11.4 µM], BAZ2B inh 5%, G9a block -2%[59 µM] and Pin1 inhibitor 4%.

An unsorted share of the library; any-hit rate near 11%.
